From PubChem BioAssay
S3 lipid droplet – qHTS Assay for Lipid Storage Modulators in Drosophila S3 Cells | Potency in µM for hits, for the others lipid storage change, negative = inhibition, % at the top dose, mostly 46.1 µM | hit rate 0.64% among 320,000 | AID 2685, 2010 | Drosophila S3 cells, BODIPY lipid droplet fluorescence, 18-24 h; cells fed with added oleic acid; active = well fitted inhibition curve with a large enough effect in the signal ratio, with a control signal flat, not every such curve was filed as active; inconclusive = small, poorly fitted or top-dose-only effect, or effect the other way, or a change in a side signal; the % refers to the signal ratio
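Laser-scanning cytometry quantifies lipid droplet accumulation (500–530 nm total intensity; droplet/cell object ratio) in oleic acid-fed (400 uM added) Drosophila S3 cells treated with a concentration series. 20 uM Triacsin C defined 100% inhibition.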
S3 lipid droplet cell count max – further read-out of S3 lipid droplet, marked with its call; cell number change, %; measured here: cell count max response;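 cells counted by Cell Tracker Red CMTPX staining in the red channel; peak over a dose series mostly up to 46.1 µM; percent activity relative to internal control wells on each plate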
Starred values were filed as active, the others as inactive; i = inactive; ? = inconclusive; / = no result given; [ ] = another dose, or the depositor's remark. % is set by controls: 0 for no effect and ±100 for the full control effect; potency is the fitted concentration of half-maximal effect. Not all compounds are listed. The share of hits here may be higher or lower than overall.

The first five entries, to show the layout:
SMILES | S3 lipid droplet | S3 lipid droplet cell count max
FC(F)(F)c1ccc(CN2CCCCCC2)cc1 | ? | /
O=C(Nc1nnc(-c2ccc(F)cc2)o1)c1cccc([N+](=O)[O-])c1 | -8.4%[9.22 µM] | -6.1
O=C(Nc1ccccn1)c1ccc2c(c1)OCCO2 | -0.8% | -1.3
COC(=O)c1cc(S(=O)(=O)NC2CCN(Cc3ccccc3)CC2)cn1C | ? | /
Oc1ccc(Br)cc1-c1n[nH]c(=S)n1Cc1ccccc1 | ? | /

Results, repeating the preview:
SMILES | S3 lipid droplet | S3 lipid droplet cell count max
FC(F)(F)c1ccc(CN2CCCCCC2)cc1 | ? | /
O=C(Nc1nnc(-c2ccc(F)cc2)o1)c1cccc([N+](=O)[O-])c1 | -8.4%[9.22 µM] | -6.1
O=C(Nc1ccccn1)c1ccc2c(c1)OCCO2 | -0.8% | -1.3
COC(=O)c1cc(S(=O)(=O)NC2CCN(Cc3ccccc3)CC2)cn1C | ? | /
Oc1ccc(Br)cc1-c1n[nH]c(=S)n1Cc1ccccc1 | ? | /
CC(=O)C1=C(O)C(=O)N(c2ccc(Br)cc2)C1c1ccc([N+](=O)[O-])cc1 (stereo not drawn) | -10.5% | -13.3
C/C(N=Nc1nc2ccccc2s1)=N\Nc1ccccc1O | 1.8% | -0.9
COc1ccccc1-c1nnc(SCc2nc3ccccc3s2)n1C | 20.3% | -27.2
CCN(CC)c1ccc(/C=N/NC(=O)c2c(-c3ccccc3)noc2C)cc1 | ? | /
CCOc1ccc(Cn2cc(F)c(=O)[nH]c2=O)cc1 | ? | /
CCOC(=O)c1c(C)[nH]c(C(=O)COC(=O)C2CC(=O)N(Cc3ccccc3)C2)c1C (stereo not drawn) | 29.0% | 1.1
Cc1ncsc1C(=O)O | 2.7% | 11.0
COc1cc(CCC(=O)Oc2ccc(C(C)=O)cc2)cc(OC)c1OC | 2.0% | 4.9
COc1cc2ccccc2cc1C(=O)Nc1cc(C)ccn1 | 17.7% | 4.8
Fc1ccccc1N1CCN(CC2CCCCC2)CC1 | ? | /
COc1ccc(S(=O)(=O)N2CCN(c3ncccn3)CC2)cc1[N+](=O)[O-] | ? | /
CCc1cc2ccc(C)cc2nc1SCC(=O)Nc1cc(OC)c(OC)cc1C(=O)O | ? | /
COc1cc(NC(=O)CN2C(=O)C(c3ccccc3)=NC23CCCCCC3)cc(OC)c1 | -7.7% | -6.1
CN(CCN1CCOCC1)Cc1nc(-c2ccccc2)no1 | ? | /
CCOC(=O)N1CCC(N(CCN(C)C)C(=S)Nc2ccccc2Cl)CC1 | -0.5% | 2.8
CC(C)(C)c1ccc(-c2n[nH]c(=S)n2-c2ccccc2)cc1 | i | -0.7
CC1CCN(c2nc3nonc3nc2N2CCC(C)CC2)CC1 | 3.0% | -20.8
Cc1nnc(SCC(=O)N2CCN(S(=O)(=O)c3ccccc3)CC2)s1 | ? | /
CCN(Cc1ccccc1)C(=O)c1oc2ccc(C)cc2c1C | ? | /
CCCCn1nnnc1SCC(=O)Nc1ccc2c(c1)OCCO2 | ? | /
CN(Cc1nc2ccccc2c(=O)[nH]1)Cc1cc(=O)oc2ccc3ccccc3c12 | i | 23.9
Cc1c(Cl)cccc1NC(=O)CN1C(=O)CSc2ncccc21 | ? | /
CCn1c(=O)c2c(nc(SCC(=O)N3CCC(C)CC3)n2C)n(C)c1=O | ? | /
CCCn1nc(C(=O)NC2CCCCCC2)c2ccccc2c1=O | ? | /
CNc1nnc(SCC(=O)N2c3ccccc3NC(=O)CC2C)s1 (stereo not drawn) | ? | /
CC(C)(C)c1n[nH]c2c1CCCC2 | -8.4% | -10.1
Cc1cc(C)n2cc(CSc3ccc(Cl)cc3)nc2n1 | ? | /
O=C(NC1=NCCS1)c1cc(-c2ccccc2)nn1-c1ccccc1 | 15.6% | 0.7
CCN(CC)CC(=O)Nc1sc2c(c1C(=O)c1ccccc1C)CCC2 | 4.2% | -11.2
O=C(Nc1ccccc1O)c1cc(S(=O)(=O)N2CCOCC2)ccc1Cl | ? | /
O=C(NCN1CCN(c2ccccc2F)CC1)c1cccnc1 | 3.5% | /

3 compounds out of the list above, ordered by the number in S3 lipid droplet cell count max, ascending.
canonical_smiles,S3 lipid droplet,S3 lipid droplet cell count max
CCN(CC)CC(=O)Nc1sc2c(c1C(=O)c1ccccc1C)CCC2,4.2%,-11.2
CC(C)(C)c1n[nH]c2c1CCCC2,-8.4%,-10.1
CN(Cc1nc2ccccc2c(=O)[nH]1)Cc1cc(=O)oc2ccc3ccccc3c12,i,23.9

More records follow:
SMILES | S3 lipid droplet | S3 lipid droplet cell count max
CC(=O)Nc1ccc(SC[C@H](c2ccccc2)N2CCN(CCc3ccccc3)CCC2=O)cc1 | 9.8% | 9.3
O=C(COC(=O)/C=C/c1ccco1)NCc1ccccc1 | -13.3% | -8.7
Cc1ccc(CNC(=O)CCC2CCCN(C(=O)CCC(F)(F)F)C2)o1 (stereo not drawn) | 4.8% | 0.9
Cc1ccc2c(C)c(C(=O)NCCc3ccco3)oc2c1C | ? | /
NS(=O)(=O)c1ccc(NC(=S)N2CCCC2)cc1 | ? | /
Cc1cc2oc(=O)cc(CN(C)Cc3cccc(F)c3)c2cc1Cl | ? | /
CCC(C)N(C(=O)Cn1c(=O)cnc2ccccc21)C1CCS(=O)(=O)C1 (stereo not drawn) | -10.2%[0.0737 µM] | 27.9
CC(NCCCOc1cccc2ccccc12)c1ccccc1 (stereo not drawn) | ? | /
O=C(CCCN1C(=O)NC2(CCCC2)C1=O)Nc1cccc(S(=O)(=O)N2CCOCC2)c1 | ? | /
Cc1ccc(-c2cc(-c3ccccc3)nc(N)c2C#N)o1 | 10.7% | 10.9
CC(C)C(C)NC(=O)CN1C(=O)NC2(CCCc3ccccc32)C1=O (stereo not drawn) | ? | /
CCOc1ncccc1C(=O)OCc1ccc(C(=O)OC)o1 | -0.3% | -18.3
CCC(OC(=O)c1ccco1)C(=O)NC1CCCC1 (stereo not drawn) | ? | /
O=S(=O)(Nc1ccc(Br)cn1)c1ccc(Cl)s1 | ? | /
O=C(O)c1ccc(/C=C2\SC(=S)N(NC(=O)c3ccc(Br)cc3)C2=O)cc1 | i | -4.6
CCOC(=O)C(C(C)=O)c1c(Br)c(O)c(O)c2c(C(=O)c3ccc(C)cc3)coc12 (stereo not drawn) | -25.3% | -12.6
CCCc1cc(=O)[nH]c(Nc2ccc(O)cc2)n1 | ? | /
Cc1nc2sc3c(c2c2nc(-c4ccco4)nn12)CCCC3 | i | /
CC(CCn1cccn1)NC(=O)c1cc(COc2ccc(F)cc2F)on1 (stereo not drawn) | 0.6% | 0.0
Cc1ccc(CNC(=O)Cn2ccc3ccccc3c2=O)o1 | ? | /
NC(=O)c1cccc2c(=O)oc3ccccc3c12 | ? | /
Nn1c(SCC(=O)Nc2ccc(Oc3ccccc3)cc2)nnc1C1CC1 | -3.4% | -8.0
COc1ccc(/C=C/C(=O)Nc2ccccc2)cc1S(=O)(=O)N1CCOCC1 | -8.0% | 1.6
O=C(NCCCN1CCN(c2cccc(Cl)c2)CC1)C1CCC(=O)N1Cc1ccccc1Cl (stereo not drawn) | ? | /
COc1ccccc1-n1c(SCC(=O)N2CCOCC2)nc(O)c(Cc2ccccc2)c1=O | 13µM* | -8.9*
CCOC(=O)/C(C#N)=C/c1c(OCC)n(CC)c2ccccc12 | ? | /
Cc1ccc(NC(=S)N(Cc2ccc(Cl)cc2)Cc2ccc(C(=O)O)cc2)cc1Cl | 4.8% | -1.5
CCOC(=O)C1CCN(C(=O)CCc2nnc3ccc(NCCCN4CCCC4=O)nn23)CC1 | i | 6.7
CCOC(=O)/C(C#N)=C/c1cn(CCC(=O)O)nc1-c1ccc(F)cc1 | ? | /
CNC(=O)NC(=O)C(C)OC(=O)CCCSc1nc2ccccc2s1 (stereo not drawn) | ? | /
Cc1onc(-c2ccccc2)c1C(=O)Nc1nc(-c2ccc(F)c(F)c2)cs1 | ? | /
COc1ccc(/C=N/NC(=O)c2ccn[nH]2)cc1COc1ccc(Cl)cc1 | -0.4% | 4.2
CCOc1ccc(Nc2nc(N)nc(CN(C)C3CCCCC3)n2)cc1 | ? | /
O=C(CN1CCN(S(=O)(=O)c2ccccc2)CC1)NCc1ccccc1 | i | -17.4
CCOC(=O)c1sc(NC(=O)CSc2n[nH]c(-c3ccc(Cl)cc3Cl)n2)c(C#N)c1C | 12.0% | -17.7
Cc1ccc(/C=C/C(=O)NCc2ccccn2)o1 | 8.2% | 5.5
Cc1ccc(S(=O)(=O)N2CC=C(c3ccc(F)cc3)CC2)cc1 | 11.4% | 0.3
Cc1cc2c3c([nH]c2cc1S(=O)(=O)NCCCOC(C)C)CC(C)(C)CC3=O | ? | /
O=C(O)c1cccc(NC2=C(Cl)C(=O)c3ccccc3C2=O)c1 | ? | /
CN(/C=C/C(=O)C(F)(F)C(F)(F)F)Cc1ccccc1 | ? | /
Cc1ccc(SCC(=O)NN2C(=O)c3ccccc3C2=O)cc1 | ? | /
O=C(NNC1=NS(=O)(=O)c2ccccc21)c1ccc([N+](=O)[O-])cc1 | ? | /
C(=N\n1cnnc1SCc1ccccc1)/c1ccco1 | ? | /
Cn1c(CN2CCOCC2)c(C#N)c2ccccc21 | 19.0% | -10.4
Cc1ccc(S(=O)(=O)NNC(=O)c2ccoc2C)cc1 | 0.1% | 14.8
O=C(NC1CC1)c1sc2cc(Cl)ccc2c1Cl | ? | /
COc1ccc(/C=N/Nc2ccccn2)c(OC)c1OC | ? | /
O=C(CSc1oc(-c2ccccc2)nc1S(=O)(=O)c1ccc(F)cc1)NCC1CCCO1 (stereo not drawn) | 2.8% | -4.0
CC(C)(C)OC(=O)NC(CC(=O)OCc1ccccc1)C(=O)O (stereo not drawn) | 2.0% | 13.5
COc1cccc(C2=NOC(C(=O)N3CCN(C(=O)c4ccco4)CC3)C2)c1 (stereo not drawn) | ? | /
Cc1ccc(NC(=O)COC(=O)C2=COCCO2)cc1 | ? | /
COc1ccc(/C=N/NC(=O)c2cc3c(ccc4ccccc43)o2)cc1OC | ? | /
CCCN1CCN(C(=O)Cn2nc(CC)n3c(cc4sccc43)c2=O)CC1 | 17.8% | -1.4
Cc1ccc(S(=O)(=O)NCC(C)NS(=O)(=O)c2ccc(C)cc2)cc1 (stereo not drawn) | i | -4.7
Cc1ccc(C)c(C(=O)CSc2nnnn2C(C)C)c1 | i | /
CC(C)OC(=O)CC1C(=O)NCCN1C(=S)NC(=O)c1cccs1 (stereo not drawn) | ? | /
O=c1c2ccccc2[nH]c(=S)n1CCN1CCCC1 | ? | /
Cc1n[nH]c(=O)c2c(NC(=O)COC(=O)c3ncc(Cl)c(Cl)c3Cl)oc(C)c12 | ? | /
CC(OC(=O)Cc1c[nH]c2ccccc12)C(=O)c1ccccc1 (stereo not drawn) | ? | /
CS(=O)(=O)N1CCN(c2nc3ccccc3s2)CC1 | ? | /

Further entries follow:
SMILES | S3 lipid droplet | S3 lipid droplet cell count max
CCOc1ccccc1NC(=S)N1CCC(NC(=O)c2ccco2)CC1 | ? | /
COc1ccccc1CCC(=O)Nc1ccc(OC)c(S(=O)(=O)N2CCOCC2)c1 | ? | /
CCc1ccc(OCC(=O)N2c3ccccc3CCc3ccccc32)cc1 | -15.3% | -3.6
CCOC(=O)Cc1c(C)nc2c(-c3ccc(OC)cc3)c(C)nn2c1C | ? | /
CCOc1ccc(NC(=S)Nc2cc(OC)c(Cl)cc2OC)cc1 | ? | /
Cc1nn(C)c(C(=O)Nc2ccn(Cc3c(F)c(F)cc(F)c3F)n2)c1[N+](=O)[O-] | i | 14.8
O=C(COc1ccc(/C=N/NC(=O)c2cc3ccccc3o2)cc1Br)Nc1ccccc1 | ? | /
Cc1ccc(N2C(=O)CC(n3nc(C)cc3C)C2=O)cc1 (stereo not drawn) | ? | /
CC1(C)CC2(CC(C)(C(=O)CSc3nc4ccccc4s3)OC2=O)C(=O)O1 (stereo not drawn) | 8.4% | -2.9
COc1ccc(N(C)C(=O)CCS(=O)(=O)c2cccc3nonc23)c(OC)c1 | i | /
CCCCN(CC)C(=O)CSc1cc(=O)n(C)c2ccccc12 | ? | /
COC(=O)c1ccc(CNC(=O)C2CCC(=O)N(Cc3ccccn3)C2)cc1 (stereo not drawn) | ? | /
O=C(CSc1nncn1-c1ccccn1)Nc1cccc(Cl)c1 | ? | /
O=[N+]([O-])c1cccc(-n2nnnc2CN2CCCC2)c1 | ? | /
COc1cccc2cc(C(=O)NC(C)c3ccccc3)c(=O)oc12 (stereo not drawn) | ? | /
O=C(COc1ccccc1Br)NC1CCCC1 | ? | /
Cc1cccc(OCC(=O)Nc2cc(Cl)ccc2-n2cncn2)c1C | ? | /
CCn1c(O)c(N=NC(=O)CNc2ccc(C)cc2)c2ccccc21 | ? | /
O=C(C1=C(O)C(=O)N(CCN2CCOCC2)C1c1ccco1)c1cc2ccccc2o1 (stereo not drawn) | ? | /
CCOc1ccc(CN(C)C(=O)CNC(=O)Cc2cccc3ccccc23)cc1 | ? | /
CCOc1ccccc1N1CCN(S(=O)(=O)c2ccc(F)c(F)c2)CC1 | ? | /
O=C(Nc1ccccc1Oc1ccccc1)c1ccccc1F | ? | /
N#CC1=C2C=CC=CN2CC1=O | 12.2% | 1.4
COC(=O)c1ccc(OCC2c3cc(OC)c(OC)cc3CCN2C(=O)C2CC2)cc1 (stereo not drawn) | ? | /
CCCC12CN3CC(CCC)(CN(C1)C3c1ccco1)C2=O (stereo not drawn) | ? | /
